Screens from PubChem BioAssay.
EWS-Fli block – EWS/Fli-driven NR0B1 reporter inhibitors, primary screen, A673 cells, NR0B1 luciferase, luminescence, MLPCN library | 350,000 tested, 0.67% active | inhibition, % at 12.6 µM | viability-normalised | AID 651661, 2012;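 active means mean inhibition of at least 50% after viability correction, with every replicate also passing that limit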;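 further: firefly luciferase signal divided by Alamar Blue viability fluorescence both relative to DMSO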
RAD54 branch – inhibitors of human RAD54 branch migration, primary screen, biochemical, fluorescence, single point; RAD54 Holliday junction branch migration, FAM/BHQ fluorescence; inhibition, % at 10.4 µM; 360,000 tested, 0.14% active; AID 602329, 2012;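 active means mean normalized replicate activity at least 40 and at least half of replicates scoring 40 or more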;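 further: 0% = median of neutral control wells and 100% = median of positive control wells; inhibitors cause a drop in the FAM fluorescence signal; in these data hits start at about 50%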
XiGFP reactiv – activators of inactive X chromosome reactivation, primary screen, imaging, XiGFP fibroblasts, GFP high-content imaging, set 2 | XiGFP mouse fibroblasts, % GFP-positive cells imaging, 3 d; cells co-treated with 5-aza-dC sensitizer; scaled so ellipticine positive control = 100% | activation, % at 7.58 µM | 360,000 tested, 0.055% active;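 active means mean normalized replicate activation at least 10% and every replicate at or above 10%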;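 further: 0% = median of on-plate neutral control wells and 100% = ellipticine 6 µM median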
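assay system = SV40-immortalized XiGFP fibroblast cells, line 68-5-11 | buffer or medium = DMEM plus 5-aza-dC sensitizer | doses = single-point pinned compound dosing | times = 3-day compound exposure, then 15 min fixation at room temperature | benchmarks = positive control ellipticine, 6 µM final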
esBAF inh – Bmi1 luciferase reporter increase in mESCs, primary screen, esBAF inhibitor project, mouse ES cells, Bmi1 luciferase knock-in, single point; AID 602393, 2012; reporter increase, % at 12.5 µM; 24 h; 100% = twice the neutral-well signal; 350,000 tested, 2% active; in the data active means activation above about 40%;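 further: 0% = median of the plate's neutral control wells and 100% = double that signal; a rise in the Bmi1 reporter signal indicates esBAF inhibition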
S100A4 inh HTS – inhibitors of S100A4-myosin IIA peptide binding, primary screen, biochemical, fluorescence polarization, TAMRA-MyoIIA peptide; inhibition, % at 10.7 µM; Protein S100-A4 (Homo sapiens), P26447; 360,000 tested, 0.14% active;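 active means mean inhibition of at least 70% across replicates, with every replicate also reaching that level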
Target sequence (P26447 whole entry, looked up): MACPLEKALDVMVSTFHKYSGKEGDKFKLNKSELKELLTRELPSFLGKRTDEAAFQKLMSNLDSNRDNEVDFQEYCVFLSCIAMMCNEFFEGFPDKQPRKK
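Material: S100A4 monomer protein / Buffer or medium: 50 mM HEPES pH 7.2, 10 mM CaCl2, 100 mM KCl / Times: 5 min incubation before reading / Benchmarks: neutral control DMSO, positive control TFP / Reagent: labelled myosin peptide probe, 5 nM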
RAD52 anneal inh – RAD52 DNA annealing inhibitors, primary screen, biochemical, FRET, single point, set 2; DNA repair protein RAD52 homolog (Homo sapiens), P43351; recombinant RAD52 DNA annealing, FRET fluorescence; inhibition, % at 18.7 µM; 360,000 tested, 0.46% active; AID 651710, 2012;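 active means every replicate showing at least 50% inhibition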
Target sequence (P43351 whole entry, looked up): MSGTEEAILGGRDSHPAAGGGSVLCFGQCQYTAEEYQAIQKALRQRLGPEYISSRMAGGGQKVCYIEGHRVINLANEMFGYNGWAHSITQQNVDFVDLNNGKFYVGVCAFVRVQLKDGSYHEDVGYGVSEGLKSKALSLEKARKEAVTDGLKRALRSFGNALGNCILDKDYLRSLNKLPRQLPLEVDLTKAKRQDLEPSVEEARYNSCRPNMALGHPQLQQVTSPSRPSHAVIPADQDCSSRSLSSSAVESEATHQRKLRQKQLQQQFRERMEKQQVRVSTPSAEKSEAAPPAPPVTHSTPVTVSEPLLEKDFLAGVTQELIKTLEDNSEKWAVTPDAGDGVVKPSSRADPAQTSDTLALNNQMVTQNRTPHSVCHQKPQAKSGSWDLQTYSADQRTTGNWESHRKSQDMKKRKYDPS
FN deposit inh – inhibitors of fibronectin matrix deposition, primary screen, AH1F cells, Alexa488-fibronectin fluorescence, plate reader; AH1F fibroblasts, overnight; inhibition, % at 12.6 µM; 350,000 tested, 0.086% active; AID 743247, 2014;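 active means mean inhibition across replicates of 30% or more, regardless of how many single replicates reach that level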;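 further: positive control wells lacked labelled fibronectin entirely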
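Material: AH1F fibroblast monolayer depositing Alexa488-labelled fibronectin into matrix | Input: 10000 AH1F cells/well | Medium: DMEM plus 2% serum, read in PBS | Reagent: Alexa488-fibronectin, 24 nM final in well | Compound dosing: One dose per compound, pinned | Schedule: 1 h adhesion, overnight exposure | Measured by: Fluorescence at 485 nm excitation, 525 nm emission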
E-sel inducer – E-selectin induction in HUVECs, primary screen, imaging, HUVEC, immunofluorescence imaging, single point; P16581; normalized: neutral wells 0, TNF-alpha wells 100; activation, % at 7.58 µM; 260,000 tested, 0.37% active; AID 686992, 2013;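 active means mean E-selectin-positive cell signal at least 10% of the positive control, reached in at least 60% of replicates, without over 20% cell loss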;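 further: in these data hits start at about 27%; measured in HUVEC primary endothelial cells; signal is the percent of cells scored E-selectin positive by PE staining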
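Read-out: % PE-positive cells | Test system: HUVEC | Doses: One compound dose added by pin transfer | Buffer or medium: EGM-2 over gelatin coat | Signal: Immunofluorescence imaging | Benchmarks: TNF-alpha, DMSO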
Active calls of the source: *; nt = no result given.

SMILES | EWS-Fli block | RAD54 branch | XiGFP reactiv | esBAF inh | S100A4 inh HTS | RAD52 anneal inh | FN deposit inh | E-sel inducer
COc1cccc(CNC(=O)C[C@H]2CC[C@@H](NS(=O)(=O)c3ccccc3OC)[C@@H](CO)O2)c1 | 0 | -6 | 0.2 | 2 | -39 | -1 | nt | 0.9
CC(C)(C)S(=O)(=O)N1Cc2cc(=O)n(Cc3ccccc3)c(CCO)c2[C@@H]1CCO | -1 | -3 | 0.2 | -4 | -9 | -23 | -4 | nt
O=C(NC1CCCC1)N1CCCCN2[C@H](C1)[C@H](c1ccc(/C=C/c3ccccc3)cc1)[C@@H]2CO | 4 | -8 | 0.0 | 18 | 16 | 20 | nt | -0.7
COc1ccc(S(=O)(=O)N[C@H]2CC[C@@H](CCn3cc(C(C)C)nn3)O[C@@H]2CO)cc1 | 3 | 6 | -0.1 | -3 | -10 | -6 | -13 | -0.1
NC(=S)NN=C(c1ccc(F)cc1)C1CC1 | 2 | 3 | 0.0 | -4 | -3 | -26 | 2 | -0.2
COc1ccc(CN(C)C[C@@H]2OCCCC[C@H](C)Oc3ccc(NC(=O)Nc4ccc(C(F)(F)F)cc4)cc3C(=O)N([C@@H](C)CO)C[C@H]2C)cc1 | 72* | 12 | 0.0 | -12 | 17 | 52* | nt | nt
O=C(NNc1nc(N2CCOCC2)nc(N2CCOCC2)n1)c1ccccc1 | -16 | nt | 0.5 | nt | 0 | -5 | -3 | -0.3
CCCNC(=O)N1C[C@@H]2[C@H](c3ccccc31)[C@H](CO)N2Cc1cccc(OC)c1 | -5 | 6 | 0.0 | -5 | 16 | -8 | -11 | 0.4
CC(O)CO (stereo not given) | -1 | -9 | nt | 2 | -3 | 0 | nt | nt
C[C@H]1CN([C@@H](C)CO)C(=O)c2cc(C#CC3(O)CCCC3)cnc2O[C@H]1CN(C)Cc1cncnc1 | -9 | -8 | -0.9 | 0 | -3 | 10 | -1 | 0.0
Cc1cc(C)c(S(=O)(=O)N2CCN(C(=O)C(C)Cn3cncn3)CC2)c(C)c1 (stereo not given) | -4 | -8 | -0.1 | -12 | -1 | -10 | 0 | 1.0
COc1ccc(C(CC(=O)O)N2C(=O)CCC2=O)cc1 (stereo not given) | 12 | 3 | 0.3 | -10 | 2 | 3 | -1 | 0.1
CCCC#Cc1ccc2c(c1)O[C@@H](CN(C)Cc1cccnc1)[C@@H](C)CN([C@H](C)CO)S2(=O)=O | -1 | -5 | -0.6 | -1 | 5 | 5 | 5 | 0.3
Cc1cccc2sc(NC(=O)C3CSC4(C)CCC(=O)N34)nc12 (stereo not given) | 2 | -18 | -0.1 | nt | 25 | -28 | -10 | -1.0
O=C1COc2ccccc2C(c2nc3ccccc3[nH]2)N1C1CC1 (stereo not given) | -16 | nt | 0.0 | nt | 1 | -8 | -2 | -0.2
CCC(=O)Nc1ccc2c(c1)C(=O)N(C)C[C@H](OC)[C@@H](C)CN(C(=O)c1ccc(F)cc1)[C@H](C)CO2 | 7 | 3 | -0.3 | 2 | -18 | 2 | 0 | -0.6
CCOc1ccc(CC(=O)Nc2nccs2)cc1OCC | 1 | nt | 0.3 | -9 | -7 | -9 | -10 | nt
CCCCn1c(N)c(N(CCOC)C(=O)CN(C)S(=O)(=O)c2ccc(F)cc2)c(=O)[nH]c1=O | 1 | nt | 0.1 | nt | 0 | -15 | 0 | 0.3
CC(=O)c1ccc(NC(=O)Cn2cnc(S(=O)(=O)N3CCc4ccccc43)c2)cc1 | nt | -3 | 0.2 | -6 | 1 | -7 | 3 | -0.1
C/C=C/c1ccc(OCC(=O)Nc2cc(C(F)(F)F)ccc2N2CCOCC2)c(OC)c1 | 10 | -21 | 0.1 | 1 | -3 | -7 | -1 | 9.7

One compound at a time, from the list above:
`O=C1COc2ccccc2C(c2nc3ccccc3[nH]2)N1C1CC1` (stereo not given) is listed with EWS-Fli block: -16; RAD54 branch: nt; XiGFP reactiv: 0.0; esBAF inh: nt; S100A4 inh HTS: 1; RAD52 anneal inh: -8; FN deposit inh: -2; E-sel inducer: -0.2
`COc1ccc(CN(C)C[C@@H]2OCCCC[C@H](C)Oc3ccc(NC(=O)Nc4ccc(C(F)(F)F)cc4)cc3C(=O)N([C@@H](C)CO)C[C@H]2C)cc1` is listed with EWS-Fli block: 72*; RAD54 branch: 12; XiGFP reactiv: 0.0; esBAF inh: -12; S100A4 inh HTS: 17; RAD52 anneal inh: 52*; FN deposit inh: nt; E-sel inducer: nt

(further entries)
SMILES | EWS-Fli block | RAD54 branch | XiGFP reactiv | esBAF inh | S100A4 inh HTS | RAD52 anneal inh | FN deposit inh | E-sel inducer
Cc1ccc(C)c(N2CCN(C(=O)c3csc(C)c3C)CC2)c1 | nt | 0 | 0.7 | 9 | nt | nt | -12 | nt
C=CS(=O)(=O)N(Cc1ccccc1Br)[C@H](CO)CC(C)C | 16 | -4 | 1.7 | 2 | -1 | -17 | -16 | -0.1
O=C(CN(C(=O)CNC(=O)c1ccco1)c1ccc(F)c(Cl)c1)NC1CCCCC1 | 4 | -3 | 0.1 | -6 | 2 | -2 | 6 | nt
Cc1onc(-c2ccccc2Cl)c1C(=O)Oc1cccc2cccnc12 | 13 | nt | -0.9 | nt | 4 | -3 | 0 | 0.8
O=C(OCc1ccc(Cl)cc1)c1cccnc1Cl | 14 | nt | 0.1 | nt | -1 | -2 | -2 | nt
Cc1noc(C)c1S(=O)(=O)Nc1ccc2c(c1)C(=O)N([C@H](C)CO)C[C@H](C)[C@@H](CN(C)Cc1ccc(Oc3ccccc3)cc1)O2 | -10 | -14 | 0.0 | -6 | -2 | 17 | nt | -9.5
NC(=O)COC(=O)CSc1cccc2cccc(Cl)c12 | 1 | nt | -0.3 | nt | 11 | -1 | -6 | 2.5
CC(=O)Nc1cc(-c2ccc(N3CCN(C)CC3)cc2)cn2c(-c3cccc(C(=O)N(C)C)c3)cnc12 | -3 | 39 | -0.1 | -4 | 0 | 80* | -1 | -0.1
CCc1ccc(CNC(=O)CCS(=O)(=O)Cc2ccc(C)cc2)cc1 | nt | -3 | 0.0 | 1 | 2 | -9 | 4 | nt
CCCCC(=O)Nc1ccc(S(=O)(=O)N2CCCCC2c2cccnc2)cc1 (stereo not given) | 4 | 5 | -0.1 | 2 | -1 | -21 | 12 | -0.1
CC(C)N(Cc1ccccc1)C(=O)CC(=O)N(Cc1ccccc1)C(C)C | 7 | -5 | 0.0 | -2 | -2 | -10 | -8 | -0.1
Cc1cc(C)n2nc(SCC(=O)N3CCCC(C)C3)nc2n1 (stereo not given) | -9 | -4 | 0.1 | 1 | -2 | -13 | -3 | -0.1
COC(=O)[C@H]1[C@H](CO)[C@H]2Cn3c(cccc3=O)[C@H]2N1C(=O)C1CCCCC1 | -3 | -1 | 0.0 | -2 | 1 | -23 | nt | -0.2
O=C(Nc1ccc(Cl)cc1)N1CCc2ccccc2C1 | -108 | nt | 0.1 | 48* | -1 | -32 | 4 | nt
CCCNC(=O)[C@H]1[C@H](CO)[C@H]2Cn3c(ccc(-c4ccccc4)c3=O)[C@@H]1N2C(=O)C1CC1 | -5 | -4 | 0.0 | -2 | 4 | -1 | nt | 0.6
O=C(CN1C(=O)C2CC=CCC2C1=O)Nc1ccc(OC(F)(F)F)cc1 (stereo not given) | -19 | -3 | -0.1 | 0 | 2 | -8 | -4 | nt
Cc1noc(C)c1S(=O)(=O)Nc1ccc2c(c1)CC(=O)N([C@H](C)CO)C[C@H](C)[C@@H](CN(C)S(=O)(=O)c1ccc(F)cc1)O2 | -1 | -4 | -1.0 | -2 | 8 | 7 | nt | -0.2
CC1(C)OC(=O)C(=CNc2ncccn2)C(=O)O1 | 11 | 3 | nt | -11 | -28 | -28 | nt | nt
C[C@H](CO)N1C[C@H](C)[C@H](CN(C)S(=O)(=O)c2cn(C)cn2)Oc2ccc(NC(=O)Nc3ccc4c(c3)OCO4)cc2CC1=O | -1 | -1 | 1.0 | 2 | nt | nt | nt | -7.5
CC1CN(c2ccc([N+](=O)[O-])cc2F)CCN1C(=O)c1ccco1 (stereo not given) | nt | 4 | 0.3 | -15 | 0 | -2 | -11 | nt
Cc1cccc(N2C(=O)CC(n3ccnc3)C2=O)c1C (stereo not given) | -5 | 6 | 0.0 | 0 | -2 | -1 | -8 | 0.2
Cc1cc(NC(=O)CSc2nc(C(C)(C)C)nc3ccccc23)no1 | 46 | nt | 0.0 | nt | 2 | -2 | -2 | 0.0
COCC(=O)Nc1ccc2c(c1)OC[C@@H](C)N(Cc1ccccc1)C[C@@H](C)[C@@H](OC)CN(C)C2=O | 2 | 5 | 0.3 | 4 | 9 | 10 | -2 | -0.1
COc1cc(/C=N\NC(=O)c2ccc(C)nc2)ccc1OC(=O)c1ccco1 | -19 | nt | 0.0 | nt | 0 | -14 | 5 | 9.9
CC(=O)N1CCc2cc(C(=O)CN3CCN(c4ccccc4F)CC3)ccc21 | -6 | -4 | 0.3 | 23 | -5 | -13 | -3 | nt
COc1cc(NC(=S)N2CCN(S(C)(=O)=O)CC2)cc(OC)c1 | nt | -17 | 0.0 | -1 | 1 | -16 | -2 | 0.0
Cc1ccc(NC(=O)C2CCN(S(=O)(=O)c3ccccc3)CC2)cc1 | 8 | 11 | 0.1 | -4 | -1 | -5 | -2 | -0.2
COc1ccc(S(=O)(=O)N(C)C[C@H]2OCCCC[C@H](C)Oc3ccc(NS(=O)(=O)c4ccc(Cl)cc4)cc3C(=O)N([C@H](C)CO)C[C@@H]2C)cc1 | 18 | nt | 0.0 | nt | 6 | -41 | -10 | 0.2
COc1ccc(CCNC(=O)CNC(=O)c2ccco2)cc1 | 0 | 2 | 0.5 | -2 | 2 | -13 | 4 | -0.3
COc1ccccc1NC(=O)CCCN1C(=O)C2CC=CCC2C1=O (stereo not given) | nt | -6 | -0.1 | -2 | 0 | -19 | -2 | -0.2
CCN1C(=O)C(CC(=O)NCCc2ccccc2)N(NC(=O)c2ccc(Br)cc2)C1=S (stereo not given) | 7 | nt | 0.3 | nt | 2 | -6 | nt | -0.4
COCOCCn1cc(CN2CCS(=O)(=O)N(Cc3ccc(-c4ccc(F)nc4)cc3)C(CC(C)C)C2=O)nn1 (stereo not given) | 6 | 5 | 0.2 | 5 | -4 | -10 | 7 | 3.0
C[C@@H]1CN([C@H](C)CO)C(=O)Cc2cc(NC(=O)Nc3ccccc3)ccc2O[C@H]1CN(C)C(=O)NC1CCCCC1 | 9 | -3 | -0.3 | 0 | -4 | -4 | 5 | 0.1
O=C(c1ccco1)N1CCN(c2c([N+](=O)[O-])nn(-c3ccc(Cl)cc3)[n+]2[O-])CC1 | -4 | nt | 0.2 | -2 | -1 | -1 | -1 | 1.2
COc1cc(CCCN[C@H](CN)Cc2ccccc2)cc(OC)c1OC | -3 | -8 | 0.0 | -3 | nt | nt | -3 | 0.4

Rows are unselected (roughly 3% active in at least one column).
